High-throughput results deposited in PubChem by National Center for Advancing Translational Sciences (NCATS).
Akt phos inh: HTS Assay for Inhibitors of Akt Phophorylation: Primary Screen; Neuro2A IGF-stimulated pAkt S473 HTRF, 20 min; active compounds read low; activity change, % for hits at 50 µM; actives 0.32% (n = 360,000); AID 651550, 2012; in the data active = activity change below about -80%; inconclusive = mostly about -51% to -80%; note: % is set by controls: 0 for no effect and ±100 for the full control effect
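Neuro2A cells (4,500/well, DMEM with 0.5% FBS) were treated with compound at a single 50 µM final concentration, stimulated with 6 nM IGF for 20 min at 37 °C, and lysed. Phospho-Akt Ser473 was read by HTRF as 665/615 ratio ×10^4.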
Mm-Cpn inhibitor: Inhibitors of TCP-1 ring complex (TRiC) of Methanococcus maripaludis (MmCpn): qHTS; Chaperonin Mm-Cpn (Methanococcus maripaludis); purified Mm-Cpn ATPase, ADP Transcreener TR-FRET; Potency, µM (top dose mostly 76.9 µM), for inactives: at the top dose activity, negative = inhibition, actives largely listed as inhibitors; actives 0.031% (n = 330,000); AID 504842, 2011; note: potency is the fitted concentration of half-maximal effect; % is set by controls: 0 for no effect and ±100 for the full control effect; nearly all actives have a fitted effect of over 80% in size
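Purified archaeal chaperonin (25 nM final) was preincubated with compound for 10 min at 37°C, then ATP (10 uM final) was added for 30 min at 37°C in Tris pH 7.4/KCl/MgCl2/DTT buffer. ADP was quantified by HTRF Transcreener TR-FRET.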
DRD3 agonist: qHTS of D3 Dopamine Receptor Agonist: qHTS; D(3) dopamine receptor (Homo sapiens), P35462; D3R DiscoveRx beta-arrestin cells, luminescence, 90 min; max activation, %; actives 0.58% (n = 410,000); in the data active = max activation above about 30%; note: 0% is about no effect; mostly tested at two doses, the higher about 12 µM
Target sequence (P35462 whole entry, looked up): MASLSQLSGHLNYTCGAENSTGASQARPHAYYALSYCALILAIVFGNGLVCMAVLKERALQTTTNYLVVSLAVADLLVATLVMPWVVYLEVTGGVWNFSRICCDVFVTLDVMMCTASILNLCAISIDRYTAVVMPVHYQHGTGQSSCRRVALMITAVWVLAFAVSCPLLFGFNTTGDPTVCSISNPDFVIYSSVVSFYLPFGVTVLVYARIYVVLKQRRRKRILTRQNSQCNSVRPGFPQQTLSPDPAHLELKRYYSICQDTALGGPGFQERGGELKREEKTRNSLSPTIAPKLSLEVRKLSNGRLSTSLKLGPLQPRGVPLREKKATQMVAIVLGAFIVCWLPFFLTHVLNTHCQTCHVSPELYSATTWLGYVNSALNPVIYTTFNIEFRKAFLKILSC
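Cells at 1500/well, incubated overnight, then treated with pinned compounds (dopamine as control) for 90 min at 37 degrees C. DiscoveRx reagent added for 30 - 60 minutes at room temperature; luminescence read.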
PTHR1 ag: qHTS for PTHR1 Agonists: Primary Screen; AID 743266, 2014; actives 0.075% (n = 410,000); Potency, µM (titrated, usually from 115 µM), without a hit: at the top dose activation, most hits filed as activators; HEK293 GP2 PTHR1 cells, GloSensor cAMP luminescence, 1 h; Parathyroid hormone/parathyroid hormone-related peptide receptor (Homo sapiens), Q03431; note: potency is the fitted concentration of half-maximal effect; nearly all actives have a fitted effect of over 55% in size; some results filed as inactive show a strong effect at the top dose; inactives centre near -15; many of its hits are not listed in these tables
Target sequence (Q03431 whole entry, looked up): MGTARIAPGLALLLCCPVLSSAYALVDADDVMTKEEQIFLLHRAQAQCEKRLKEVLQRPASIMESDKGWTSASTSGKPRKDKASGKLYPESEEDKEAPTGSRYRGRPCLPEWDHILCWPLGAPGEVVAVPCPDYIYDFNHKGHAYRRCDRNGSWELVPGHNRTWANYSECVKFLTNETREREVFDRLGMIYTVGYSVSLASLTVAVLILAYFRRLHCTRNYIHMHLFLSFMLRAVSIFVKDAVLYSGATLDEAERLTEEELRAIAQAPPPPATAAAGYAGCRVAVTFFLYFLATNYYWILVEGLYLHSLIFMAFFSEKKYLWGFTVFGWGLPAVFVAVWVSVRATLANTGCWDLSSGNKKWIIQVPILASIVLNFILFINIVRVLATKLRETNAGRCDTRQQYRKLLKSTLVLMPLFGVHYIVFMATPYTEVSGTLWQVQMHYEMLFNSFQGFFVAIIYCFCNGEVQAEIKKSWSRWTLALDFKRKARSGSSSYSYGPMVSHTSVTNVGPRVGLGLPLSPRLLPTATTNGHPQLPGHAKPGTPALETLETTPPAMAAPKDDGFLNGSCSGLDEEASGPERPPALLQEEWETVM
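HEK-293-derived GP2 cells expressing PTHR1 and a GloSensor cAMP reporter, 3,000/well, plated overnight, given luciferin plus IBMX (each 0.5 mM as added) for 1 h at 37 °C, then compound for 1 h at 37 °C. Luminescence was read after 15 min at room temperature.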
EPAC2 antagonist: qHTS for Antagonist of cAMP-regulated guanine nucleotide exchange factor 2 (EPAC2): primary screen; Rap guanine nucleotide exchange factor 4 (Homo sapiens), Q8WZA2; EPAC2 GEF exchange of Rap1B-BODIPY-GDP, fluorescence; Potency, µM (doses to about 114 µM), for the others: at the highest dose activity, negative = inhibition, actives largely listed as inhibitors; actives 0.18% (n = 360,000); AID 720708, 2013; note: potency is the fitted concentration of half-maximal effect; % is set by controls: 0 for no effect and ±100 for the full control effect; nearly all actives have a fitted effect of over 45% in size; many of its hits are not listed in these tables
D3 antag: qHTS of D3 Dopamine Receptor Antagonist: qHTS; D(3) dopamine receptor (Homo sapiens), P35462; D3R cells, DiscoveRx beta-arrestin luminescence, antagonist mode; active compounds read low; max response, negative = inhibition, %; actives 2.5% (n = 360,000); in the data active = max response below about -50%; inconclusive = no clear call, values can overlap the other calls; note: % is set by controls: 0 for no effect and ±100 for the full control effect; mostly tested at two doses, the higher about 12 µM
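Cells plated overnight at 1500 cells/well, then exposed to library compounds with dopamine controls for 90 minutes at 37 degrees C. DiscoveRx reagent added for 30–60 minutes at room temperature; luminescence read, quantitative HTS format.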
EPAC2 ag: qHTS for Agonist of cAMP-regulated guanine nucleotide exchange factor 4 (EPAC2): primary screen; Potency, µM (titrated, usually from 154 µM), for inactives: at the top dose activation, usual class: activators; actives 0.079% (n = 360,000); AID 720711, 2013; EPAC2 activation, biochemical qHTS; response scale: 100% = 6.5 mM cAMP response; Rap guanine nucleotide exchange factor 4 (Homo sapiens), Q8WZA2; note: potency is the fitted concentration of half-maximal effect; nearly all actives have a fitted effect of over 50% in size
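Compounds were added across a concentration range to EPAC2 (100 nM), RAP1B-BODIPY-GDP (250 nM) and GDP (50 uM). After 5 min at room temperature, fluorescence was recorded at 5-min intervals for 30 min.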
CCT chaperon mod: High-Throughput Screening for Modulators of Cytosolic Chaperonin Activity | purified chaperonin ATPase assay, HTRF ADP detection, 30 min | activity change, % (concentration not given with the values), hits read low | actives 0.3% (n = 360,000) | AID 651819, 2012; in the data active = activity change below about -30%; note: % is set by controls: 0 for no effect and ±100 for the full control effect
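TRiC (40 or 20 nM final, by batch activity) in 30 mM Tris pH 7.4, 100 mM KCl, 5 mM MgCl2, 1 mM DTT was treated with compound at 76 uM single dose, then 10 uM ATP, 30 min at 37 °C. ADP was read by HTRF Transcreener.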
The depositor's hits bear a star; i = inactive; ? = inconclusive; / = not tested or not shown; & = joins results of further samples; [ ] = another dose, or the depositor's remark. Unless noted, calls come from the whole dose curve; as a rule, active = well fitted curve in the direction sought with a large enough effect; inconclusive = small, poorly fitted or top-dose-only effect, or another doubt; inactive = no such curve, though single readings can be large; an effect the other way counts as inactive or inconclusive. These rows are one share of the data, so the mix of outcomes need not match the whole.

SMILES	Akt phos inh	Mm-Cpn inhibitor	DRD3 agonist	PTHR1 ag	EPAC2 antagonist	D3 antag	EPAC2 ag	CCT chaperon mod
Cc1ccccc1NC(=O)C(C)c1ccc(-c2ccccc2)c(F)c1 (stereo not drawn)	i	-3%	9	-5%[57.5 µM]	-4%	30	-7%	-2.2
COC(=O)c1ccccc1NC(=O)CSCC(=O)Nc1ccccc1	i	-2%	-5	i	-6%	29	6%	1.8
COc1ccc2oc(-c3ccccc3)c(C(=O)N(C)C)c2c1	i	-2%	-6	-21%	-26%	13	-9%	1.7
Fc1ccc(NC(=S)N2CCCC2)cc1Cl	i	1%	-6	7%	-8%	-23	5%	-1.3
Oc1cccc(C2c3[nH]c4ccccc4c3CCN2Cc2ccoc2)c1 (stereo not drawn)	i	1%	-2	-8%	-2%	-21	28%	-2.1
COc1ccc(C(=O)NCC(=O)OCc2cccc(Br)c2)cc1	/	?	12	i	-1%	4	6%	2.1
CC(C)c1ccc(N(CC(=O)NCCSCc2ccco2)S(C)(=O)=O)cc1	i	0%	0	-12%	-4%	1	4%	-0.2
Cc1cccc(-c2nnc(SCC(=O)c3ccc(O)cc3O)n2C)c1	i	0%	17	-10%	-2%	1	-4%	-0.2
COc1ccc(S(=O)(=O)Cc2ccc(C(=O)N3CCN(c4cccc(C)c4)C(C)C3)o2)cc1 (stereo not drawn)	i	0%	-2	-22%	-10%	38	0%	-0.4
C=CCc1c(C)nc(C)nc1N/N=C/c1ccccc1	i	1%	7	i	6%	-24	-7%	1.2
Cn1c(=O)cc2c3c(c(N4CCCCC4)ccc31)C(=O)c1ccccc1-2	i	-3%	7	-7%	-8%	8	7%	-1.6
CC(Sc1nnc(Cc2cccs2)n1C)C(=O)Nc1ccc(C(N)=O)cc1 (stereo not drawn)	i	0%	3	i	1%	-1	0%	-0.8
CCOC(=O)c1cnc(SCC(=O)NCc2ccco2)nc1N	i	-1%	-1	-26%	3%	10	4%	-1.7
N#C/C(=N\Nc1cccc(C(F)(F)F)c1)C(=O)c1csc(-c2cccnc2)n1	i	1%	1	-94%[inhibitor]	-17%	12	-10%	0.2
COCCNc1nnc(SCC(=O)Nc2nnc(-c3ccccc3)o2)s1	i	-2%	8	-5%	11%	16	-2%	-2.9
CCOc1ccc(CCNC(=O)CSCC(=O)Nc2cccc(C)c2)cc1OCC	i	1%	-14	-1%	-17%	-11	2%	-2.3
O=C(COc1ccc(Cl)cc1Br)Nc1ccncc1	i	-2%	6	-28%	4%	7	5%	-3.1
CN(C)S(=O)(=O)c1ccc(C(=O)NCCSc2ccccc2)cc1	i	1%	-9	-6%[57.5 µM]	-2%	11	9%	-2.0
C=CCn1cnc2c(oc3ccccc32)c1=O	i	0%	-17	i	21%	-2	22%	-21
NS(=O)(=O)c1ccc(S(=O)(=O)c2ccccc2)nc1	i	/	-1	-9%	8%	25	1%	1.3
NC(=O)c1ccc(N2CCCCCC2)c([N+](=O)[O-])c1	i	1%	-7	i	1%	5	-2%	-0.9
O=C1CC(N2CCN(S(=O)(=O)c3cccc(C(F)(F)F)c3)CC2)C(=O)N1Cc1ccccc1 (stereo not drawn)	i	0%	1	-8%[57.5 µM]	-5%	6	-5%	-2.1
Nc1cc(Cl)ccc1Oc1ccccc1	i	1%	-2	-17%	-6%	9	12%	-2.1
Cc1ccc(S(=O)(=O)NCCCN2CCOCC2)c(C)c1	i	-1%	-7	i	0%	36	10%	1.6
CS(=O)(=O)N1CCc2cc(C(=O)O)ccc21	i	1%	-13	i	-8%[57.1 µM]	16	?	1.5
COCCn1c(SCC(=O)Nc2nnc(C)s2)nnc1-c1ccoc1C	i	6%	-9	i	1%	-22	9%	-2.7
O=C(Nc1ccc(Cl)c(Cl)c1)N1CC=C(c2ccccc2)CC1	i	1%	-1	-9%[57.5 µM]	8%	?	8%	-0.6
CC1(C)CC(=O)C2=C(C1)OC(N)=C(C#N)C2c1ccccc1 (stereo not drawn)	i	-1%	2	-7%[57.5 µM]	0%	16	-2%	-1.4
COc1ccc(NC(=O)CSc2nnc(NC(=O)c3ccccc3C(=O)O)s2)cc1	i	-2%	5	i	2%	5	-6%	3.1
CSc1nc(NS(=O)(=O)c2cc(C)c(Cl)cc2Cl)nn1C	i	1%	5	-16%	-3%	17	0%	-2.9
O=C(/C(=N/O)n1cncn1)c1ccccc1Cl	i	-1%	1	i	4%	2	6%	-1.9
COC(=O)c1ccc(S(=O)(=O)c2ccc(C(=O)OC)s2)s1	i	0%	3	i	2%	-21	-9%	1.2
COc1ccc(-n2c(SCC(=O)Nc3nccs3)nc3c(c2=O)SCC3)cc1	i	1%	0	-7%	10%	4	5%	0.2
CN(C)CCOC(=O)NC12CC3CC(CC(C3)C1)C2	i	2%	-10	i	5%	-12	4%	0.3
CC(C)(C)c1ccc(S(=O)(=O)N2CCN(c3ncccn3)CC2)cc1	i	2%	2	-69%[inhibitor]	-3%	12	-3%	-0.8
COC(=O)Cc1ccc(NC(=S)NCCCO)cc1	i	0%	-1	i	0%	-18	5%	-1.6
COc1ccc(CC(=O)NCCS(=O)(=O)N2CCN(c3ccc(F)cc3)CC2)cc1OC	i	0%	7&4	-10%&-54%	2%	26	-2%	-2.0
O=C(CSc1ncnc2c1cnn2Cc1ccccc1)Nc1ccc2c(c1)OCCO2	i	2%	0	-31%[inhibitor][57.5 µM]	2%	7	10%	2.5
O=C(NC1CCCC1)c1ccc2c(c1)N(Cc1ccc(F)cc1)CCS2	i	-16%	-2	-19%	-10%	-6	18%	0.6
O=C(Nc1ccccc1C(=O)NCCN1CCOCC1)c1cccc([N+](=O)[O-])c1	i	-3%	-22	-4%	34%[activator]	-6	2%	2.8
COc1cccc(CN2CCNC(=O)C2CC(=O)NCc2cn3cccc(C)c3n2)c1OC (stereo not drawn)	i	3%	-14	i	3%	-10	-2%	-1.3
O=C(CCNS(=O)(=O)c1ccccc1C(F)(F)F)NCc1ccc2c(c1)OCO2	i	2%	5	-22%[57.5 µM]	5%	24	-2%	0.5
COc1ccccc1COCC(O)CN(Cc1ccco1)Cc1ccccc1O (stereo not drawn)	i	1%	-17	-48%[inhibitor]	-1%	-13	13%	-0.2
CC(C)=CCC[C@H](C)C[C@@H]1Cc2[nH]c(=S)[nH]c(=O)c2[C@@H](c2ccc(F)cc2)O1	i	/	-3	-23%	-22%	-55*	-9%	-0.9
CC(NC(=O)c1cccc(S(=O)(=O)N2CCN(Cc3ccccc3)CC2)c1)c1ccc(Br)cc1 (stereo not drawn)	i	1%	5	-13%	5%	-5	4%	-2.6
Cc1cc(NC(=O)CSc2nnnn2-c2cc(Cl)ccc2C)no1	i	-1%	3	i	-7%	-8	5%	-0.4
Cc1ccc(S(=O)(=O)NN=Cc2ccco2)cc1	i	/	8	-12%	2%	11	6%	-0.1
CC(Oc1ccccc1F)C(=O)NNC(=O)c1ccc(-n2cncn2)c([N+](=O)[O-])c1 (stereo not drawn)	i	/	-14	i	4%	-15	-5%	-2.9
CCN(C(=O)c1cnc(OC)cc1C(F)(F)F)c1ccc(Cl)cc1	i	0%	-3	-9%	-8%	-6	5%	1.3
Cc1cc(C)n(CC(=O)N2N=C(C(F)F)CC2(O)C(F)F)n1 (stereo not drawn)	i	0%	-3	-2%	8%	-6	3%	0.0
Cc1ccc2c(=O)cc(C(=O)NC3CCS(=O)(=O)C3)oc2c1C (stereo not drawn)	i	1%	6	i	-3%	-8	9%	0.6
COc1cc(/C=C/C(=O)OCC(=O)N(C)Cc2ccccc2)ccc1O	i	-6%	-3	-1%	-9%	-19	11%	-3.9
COc1cc(/C=C/C(=O)N2CCN(c3n[nH]c(=O)[nH]c3=O)CC2)cc(OC)c1OC	i	-3%	-7	-23%	-2%	-1	-4%	-2.8
CC(C)n1c(SCC(N)=O)nc2c1c(=O)n(C)c(=O)n2C	/	-2%	3	?	-7%	49	9%	0.1
O=C(c1ccc(COc2c(F)c(F)c(F)c(F)c2F)o1)N1CCOCC1	i	0%	0	i	-2%	-17	9%	0.4
O=C(Nc1ccc(S(=O)(=O)Nc2ncccn2)cc1)c1ccccc1	i	0%	1	-18%	-6%	27	-8%	0.0
Cc1cccc(S(=O)(=O)NC(=O)C2(C)CCN2C(=O)CCc2ccccc2)c1 (stereo not drawn)	i	/	5	-18%	6%	39	1%	1.0
Cc1cc(OCC(O)CN2CCc3ccccc3C2)cc(C(C)C)c1 (stereo not drawn)	i	-1%	0	-87%[inhibitor]	-8%	-68*	-14%	-0.6
Cc1cc(C)nc(SCc2cc(=O)c(OC(=O)c3ccc(Br)o3)co2)n1	i	1%	22	?	0%	39	-10%	-3.6
CC(C)(C)NC(=O)C(c1ccncc1)N(C(=O)Cn1nnc(-c2ccc(F)cc2)n1)c1ccccc1 (stereo not drawn)	i	-7%	2	-21%	2%	3	-17%	3.1
COc1ccc(CCC(=O)Nc2ccc(S(=O)(=O)N3CCOCC3)cc2)cc1	i	-2%	6	i	12%	8	1%	-2.7
